PAFAH2 FP inh: inhibitors of human PAFAH2; hit rate 0.99% among 340,000; inhibition, % at 3.39 µM; Q99487; recombinant PAFAH2, FP-rhodamine activity probe, fluorescence polarization;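 active = inhibition above the mean over all tested compounds plus 3 SD, cut at about 30% in these data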;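 also: inhibitors block probe labeling of enzyme so polarization drops; 0% = enzyme with DMSO and 100% = wells lacking PAFAH2 protein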
pPAFAH inh: inhibitors of human plasma PAF acetylhydrolase (pPAFAH) | Q13093 | recombinant pPAFAH, FP-rhodamine probe fluorescence polarization | inhibition, % at 3.39 µM | hit rate 1.5% among 330,000 | AID 463082;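 active = inhibition above the mean inhibition across the screen plus 3 SD, cut at about 25% in these data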;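 also: inhibitors block binding of the rhodamine activity-based probe so polarization drops; 0% = enzyme with DMSO and 100% = wells lacking pPAFAH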
PAD4 inh: inhibitors of human PAD4. hit rate 0.41% among 330,000. recombinant PAD4, RCA probe fluorescence polarization. AID 485272. Q9UM07. inhibition, % at 6.36 µM;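 active = percent inhibition above a cutoff equal to the mean of all tested compounds plus 3 SD, cut at about 15% in these data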;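 also: 0% = PAD4 with RCA probe and DMSO and 100% = probe without PAD4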
PAFAH1B3 FP inh: inhibitors of human PAFAH1B3. recombinant PAFAH1B3, FP-rhodamine probe, fluorescence polarization. hit rate 0.28% among 340,000. Q15102. AID 492972. inhibition, % at 3.39 µM;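 active = inhibition above the screen-wide average of all tested compounds plus 3 SD, cut at about 25% in these data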;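 also: 0% = enzyme with DMSO only and 100% = wells lacking PAFAH1B3 protein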
Target sequence (Q15102 whole entry, looked up): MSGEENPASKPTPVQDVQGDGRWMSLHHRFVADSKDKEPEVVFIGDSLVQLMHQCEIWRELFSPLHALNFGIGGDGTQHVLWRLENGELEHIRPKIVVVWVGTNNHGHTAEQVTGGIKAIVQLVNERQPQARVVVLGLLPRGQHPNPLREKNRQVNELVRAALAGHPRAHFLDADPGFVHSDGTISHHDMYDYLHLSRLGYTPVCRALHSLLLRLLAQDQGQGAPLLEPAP
PAFAH1B2 inh: blocks human PAF acetylhydrolase 1b catalytic subunit 2. P68402. recombinant PAFAH1B2, FP-rhodamine activity probe, fluorescence polarization. inhibition, % at 3.39 µM. hit rate 1.2% among 340,000;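 active = inhibition above the mean of all tested compounds plus 3 SD, cut at about 24% in these data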;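 also: 0% = enzyme with DMSO and 100% = wells lacking PAFAH1B2; many of its hits are not listed in these tables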
Target sequence (P68402 whole entry, looked up): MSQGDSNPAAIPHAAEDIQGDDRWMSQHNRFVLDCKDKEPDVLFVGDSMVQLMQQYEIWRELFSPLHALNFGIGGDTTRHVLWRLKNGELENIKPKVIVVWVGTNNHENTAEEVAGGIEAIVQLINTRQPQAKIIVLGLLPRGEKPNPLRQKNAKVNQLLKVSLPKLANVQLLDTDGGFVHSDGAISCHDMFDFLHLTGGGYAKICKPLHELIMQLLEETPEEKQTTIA
LYPLA1 inh: counter-screen for PME1 inhibitors: inhibitors of human LYPLA1; recombinant LYPLA1, FP-Rh probe fluorescence polarization; AID 2174; hit rate 0.16% among 320,000; inhibition, % at 5.9 µM;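 active = inhibition above the mean of all tested compounds plus 3 SD, set per campaign, cut at about 14% in these data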;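 also: inhibitors block serine hydrolase probe labeling of LYPLA1 so polarization falls; 0% = enzyme with DMSO and 100% = wells lacking LYPLA1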
Fam108B inh: blocks mouse Fam108B hydrolase in RBBP9 counter-screen | recombinant Fam108B, FP-Rh probe fluorescence polarization | inhibition, % at 9.51 µM | hit rate 0.33% among 300,000 | AID 1947;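 active = inhibition above the screen mean inhibition plus 3 SD, computed separately per campaign, cut at about 18% in these data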;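 also: inhibitors lower polarization as less probe binds the enzyme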
GSTO1 inh: blocks human GSTO1 in RBBP9 counter-screen; P78417; recombinant GSTO1, activity-based probe fluorescence polarization; inhibition, % at 5.96 µM; hit rate 1.1% among 300,000; AID 1974;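 active = inhibition above the campaign mean inhibition plus 3 SD, cut at about 35% in these data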;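 also: 0% = GSTO1-1 with DMSO and 100% = wells lacking GSTO1-1 enzyme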
PME-1 primary: blocks human protein phosphatase methylesterase 1. Q9Y570. recombinant PME-1, FP-Rh probe fluorescence polarization. inhibition, % at 5.9 µM. hit rate 0.53% among 320,000;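 active = inhibition above the campaign mean of all compounds plus 3 SD, cut at about 26% in these data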;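 also: competitive labeling of PME-1 active site by serine hydrolase directed probe; 0% = PME-1 with DMSO and 100% = wells lacking PME-1 enzyme; inhibitors block probe labeling so polarization falls and inhibition rises; many of its hits are not listed in these tables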
Target sequence (Q9Y570 whole entry, looked up): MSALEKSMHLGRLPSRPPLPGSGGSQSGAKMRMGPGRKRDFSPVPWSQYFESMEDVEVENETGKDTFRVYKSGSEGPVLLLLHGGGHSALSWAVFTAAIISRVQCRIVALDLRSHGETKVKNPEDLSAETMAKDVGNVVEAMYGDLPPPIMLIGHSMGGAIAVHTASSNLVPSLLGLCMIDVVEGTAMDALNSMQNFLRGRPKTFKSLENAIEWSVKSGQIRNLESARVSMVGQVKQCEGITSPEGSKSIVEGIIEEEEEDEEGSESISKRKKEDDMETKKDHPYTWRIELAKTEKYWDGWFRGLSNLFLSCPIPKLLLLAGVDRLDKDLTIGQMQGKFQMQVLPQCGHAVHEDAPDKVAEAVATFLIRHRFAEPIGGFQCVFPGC
* marks the source's active call; other numbers are inactive results; · = not tested or not shown; & = joins results of further samples. The list is partial, so the mix of outcomes need not match the whole.

Under each structure: GSTO1 inh	LYPLA1 inh	PAFAH1B2 inh	Fam108B inh	pPAFAH inh	PAD4 inh	PAFAH1B3 FP inh	PAFAH2 FP inh	PME-1 primary
CCCCCCCCCCCC(=O)O
    9	1	30*	0	1	4	4	5	6
C/C=C(/C)C(=O)OC1c2c(ccc3ccc(=O)oc23)OC(C)(C)C1OC(=O)/C(C)=C\C (stereo not given)
    -11	-4	3	-7	-8	5	12	-5	17
COC(=O)C1=CO[C@@H](OC2OC(CO)C(O)C(O)C2O)[C@@H]2[C@@H](C)[C@@H](O)C[C@H]12 (stereo not given in full)
    3	0	5	-1	4	1	1	5	4
CCCCC1C(=O)N(c2ccccc2)N(c2ccccc2)C1=O
    -11	0	8	3	-1	3	3	-1	5
C/C=C(/C)C(=O)O[C@@H]1c2cc(OC)c(OC)c(OC)c2-c2c(cc3c(c2OC)OCO3)C[C@H](C)[C@]1(C)O
    9	4	2	1	-2	2	-2	-3	4
CCCOC(=O)c1ccc(O)cc1
    -3	-2	6	-4	-5	-1	2	3	-5
Cc1[nH]c2ccccc2c1/C=N/NC(N)=S
    -6	4	8	-1	4	2	5	1	-3
Cc1cccc(C)c1NC(=O)C1CCCCN1C (stereo not given)
    0	-1	1	-6	-7	-6	5	-1	-1
CCCCCCCC/C=C\CCCCCCCC(=O)O
    2	4	16	-1	4	3	6	15	6
COc1ccc(/C=C/C(=O)O)cc1
    ·	·	5	·	2	-3	5	3	·
CC[C@]1(O)C[C@@H]2CN(CCc3c([nH]c4ccccc34)[C@@](C(=O)OC)(c3cc4c(cc3OC)N(C)[C@H]3[C@@](O)(C(=O)OC)[C@H](OC(C)=O)[C@]5(CC)C=CCN6CC[C@]43[C@@H]65)C2)C1
    5	4	6	-10	-5	11	9	0	-8
CCCCOc1ccc(CC(=O)NO)cc1
    0	2	4	2	7	-1	11	6	2
CC(O)CC(=O)O (stereo not given)
    0	-2	8	1	-2	-2	8	-2	4
NNC(=O)CP(=O)(c1ccccc1)c1ccccc1
    -3	0	0	0	5	-1	3	2	-1
NC(=NCc1ccccc1)NC(=O)c1nc(Cl)c(N)nc1N
    5	0	-2	-6	-14	-3	7	-13	-10
CCOC(=O)NNc1nncc2ccccc12
    -1	0	9	-1	-3	-3	4	-5	-11
CC(C)(CO)C(O)C(=O)NCCCO (stereo not given)
    -4	0	2	-3	0	4	19	3	-4
CC(=O)Nc1ccc(O)cc1
    -1	4	-1	4	0	-2	1	-2	-1
CN(C)CCOc1ccccc1Cc1ccccc1
    9	0	7	2	6	2	2	4	-5
Cc1cccc2c1NC(=O)/C2=C\C(=O)c1cccs1
    5	2	6	1	3	1	12	-3	4
C[C@@H]1C[C@H]2[C@@H]3C[C@H](F)C4=CC(=O)C=C[C@]4(C)[C@@]3(F)[C@@H](O)C[C@]2(C)[C@@]1(O)C(=O)COC(=O)C(C)(C)C
    5	-1	-1	3	1	-1	-1	-3	-1
O=c1cc(-c2ccc(O)cc2)oc2cc(O[C@@H]3O[C@H](CO)[C@@H](O)[C@H](O)[C@H]3O[C@@H]3OC[C@](O)(CO)[C@H]3O)cc(O)c12
    4	-3	10	7	5	-4	16	6	6
COc1ccc(/C=N/NC(=O)c2ccncc2)cc1OC
    1	-1	-4	0	1	1	7	-8	1
COc1cc([C@H]2Oc3cc([C@H]4Oc5cc(O)cc(O)c5C(=O)[C@@H]4O)ccc3O[C@@H]2CO)ccc1O
    7	21*	2	0	3	-3	19	0	1
O=C(O)C(O)C(O)C(O)C(O)C(=O)O (stereo not given) (tested in a mixture with another compound)
    8	10	6	1	1	-2	-3	6	0
O=C(Nc1ccc(C(=O)O)c(O)c1)c1ccccc1
    -1	1	3	0	6	-1	6	-1	6
O=C(O)/C=C/c1ccc(O)cc1
    -3	-1	-2	0	1	2	7	3	-4
COc1ccc(CN2CCN(C(c3ccc(F)cc3)c3ccc(F)cc3)CC2)c(OC)c1OC
    5	-1	1	0	-1	-3	15	1	-3
COc1cc2nc(N3CCN(C(=O)[C@H]4COc5ccccc5O4)CC3)nc(N)c2cc1OC
    4	-4	5	2	7	0	8	4	0
O=c1ccn([C@H]2C[C@H](O)[C@@H](CO)O2)c(=O)[nH]1
    3	2	0	1	1	5	5	-5	-2
CCc1c2c(nc3ccc(OC(=O)N4CCC(N5CCCCC5)CC4)cc13)-c1cc3c(c(=O)n1C2)COC(=O)[C@]3(O)CC
    -11	-3	0	-2	-9	-10	3	9	-2
Cn1c(=O)c2c(ncn2CCO)n(C)c1=O
    0	3	3	2	-2	-5	3	-3	-1
NC(N)=NC(=O)Cc1c(Cl)cccc1Cl
    7	0	3	3	0	0	2	-2	-2
CNc1c2c(nn1C)CCCC2
    2	-4	6&2	-4	8	-5	3&5	-9&3	-4
COc1ccc2ccc(=O)oc2c1
    0	4	6	1	2	-1	8	4	3
CC12CCC(=O)C=C1CCC1C2CCC2(C)C1CC[C@]2(O)C(=O)CO (stereo not given in full)
    3	2	7	1	0	6	3	0	0
C=C1c2cccc(O)c2C(O)=C2C(=O)[C@]3(O)C(O)=C(C(N)=O)C(=O)[C@@H](N(C)C)[C@@H]3[C@@H](O)[C@H]12
    63*	-7	12	26*	95*	-10	18	23	0
COc1ccccc1OCCNCC(O)COc1cccc2[nH]c3ccccc3c12 (stereo not given)
    2	5	·	0	2	-2	·	·	-3
COc1c(O)cc2c(c1O)[C@@H]1O[C@H](CO)[C@@H](O)[C@H](O)C1OC2=O (stereo not given in full)
    0	2	-3	0	1	6	9	-6	0
CCCCCCc1ccc(O)cc1O
    -3	-1	·	3	1	4	·	·	-3

Ten structures out of the list, ordered by molar mass, smallest number first:
Under each structure: GSTO1 inh	LYPLA1 inh	PAFAH1B2 inh	Fam108B inh	pPAFAH inh	PAD4 inh	PAFAH1B3 FP inh	PAFAH2 FP inh	PME-1 primary
O=C(O)/C=C/c1ccc(O)cc1
    -3	-1	-2	0	1	2	7	3	-4
COc1ccc2ccc(=O)oc2c1
    0	4	6	1	2	-1	8	4	3
CCCCCCc1ccc(O)cc1O
    -3	-1	·	3	1	4	·	·	-3
O=C(O)C(O)C(O)C(O)C(O)C(=O)O (stereo not given) (tested in a mixture with another compound)
    8	10	6	1	1	-2	-3	6	0
Cn1c(=O)c2c(ncn2CCO)n(C)c1=O
    0	3	3	2	-2	-5	3	-3	-1
NC(N)=NC(=O)Cc1c(Cl)cccc1Cl
    7	0	3	3	0	0	2	-2	-2
O=C(Nc1ccc(C(=O)O)c(O)c1)c1ccccc1
    -1	1	3	0	6	-1	6	-1	6
COc1ccccc1OCCNCC(O)COc1cccc2[nH]c3ccccc3c12 (stereo not given)
    2	5	·	0	2	-2	·	·	-3
C[C@@H]1C[C@H]2[C@@H]3C[C@H](F)C4=CC(=O)C=C[C@]4(C)[C@@]3(F)[C@@H](O)C[C@]2(C)[C@@]1(O)C(=O)COC(=O)C(C)(C)C
    5	-1	-1	3	1	-1	-1	-3	-1
CCc1c2c(nc3ccc(OC(=O)N4CCC(N5CCCCC5)CC4)cc13)-c1cc3c(c(=O)n1C2)COC(=O)[C@]3(O)CC
    -11	-3	0	-2	-9	-10	3	9	-2

The listing continues:
Under each structure: GSTO1 inh	LYPLA1 inh	PAFAH1B2 inh	Fam108B inh	pPAFAH inh	PAD4 inh	PAFAH1B3 FP inh	PAFAH2 FP inh	PME-1 primary
CC(=O)Nc1ccccc1
    ·	·	-2	·	2	1	12	0	·
COC(c1ccccc1)(c1ccccc1)C(Oc1nc(C)cc(C)n1)C(=O)O (stereo not given)
    -5	5	1	4	-1	-6	4	-3	4
O=C(O)CNC(=O)c1ccccc1
    4	2	2	0	1	-6	2	10	-1
CCC(=O)O[C@]1(C(=O)SCF)[C@H](C)C[C@H]2[C@@H]3C[C@H](F)C4=CC(=O)C=C[C@]4(C)[C@@]3(F)[C@@H](O)C[C@@]21C
    5	3	·	0	-1	0	·	·	-1
Nc1ncnc2nc[nH]c12
    5&3&-6	0&-1&0	1&-2&-5	-3&0&-9	2&7&-2	-3&4&-5	6&5&8	6&-3&-1	1&-6&0

Source: PubChem BioAssay (The Scripps Research Institute Molecular Screening Center)
